MRP resist rev – compounds reversing MRP-mediated drug resistance; AID 602; H69AR cells + 2 uM doxorubicin, CellTiter-Glo, 72 h; differential viability (reversal), % at 10 µM; 85,000 compounds, 0.04% hits;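 active = viability drop by adding the cancer drug above about 55%, with treated viability meeting a 40% cutoff, limit read from the data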;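 note: viability without doxorubicin minus viability with 2 µM doxorubicin for each compound; larger differential means the compound sensitizes cells more to doxorubicin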
MRP resist rev cytotoxicity – recorded beside MRP resist rev, whose call it bears; viability, %; H69AR cells, CellTiter-Glo, 72 h; measured here: cytotoxicity without doxorubicin
MRP resist rev with doxorubicin – recorded beside MRP resist rev, whose call it bears; viability, %; measured here: viability with 2 uM doxorubicin; active compounds read low
* marks the source's active call; other numbers are inactive results; & = joins results of further samples.

A first look (21 entries):
SMILES	MRP resist rev	MRP resist rev cytotoxicity	MRP resist rev with doxorubicin
Cc1cc2cc(CNC(=O)C3CCCC3)ccc2n1C	-47	102	149
O=C(CCn1c(=O)oc2ccccc21)NCCN1CCOCC1	4	99	95
CCc1nnc(NC(=O)CSc2nnc(-c3ccc(O)cc3)n2-c2ccccc2)s1	-7	67	75
COc1ccccc1C1NC(=O)NC(C)=C1C(=O)OC1CCCCC1 (stereo not given)	8	87	79
O=C(CCc1nc2ccccc2[nH]1)Nc1ccc2c(c1)OCCO2	-5	93	97
CC(=O)Nc1cc(N2C(=O)CCC2=O)ccc1Cl	0	88	88
CC(C)N1C(=O)CCC1C(=O)NCCc1ccc(Cl)cc1 (stereo not given)	-2	99	101
CCOC(=O)N1CCN(C(=O)C2CCCN(c3ncnc4c3sc3cccc(F)c34)C2)CC1 (stereo not given)	-21	41	61
Cc1cc(NC(=O)CSCc2nc(-c3cccc(Cl)c3)oc2C)no1	2	87	85
O=C(Cn1ncc2c(=O)oc3ccccc3c21)N1CCc2ccccc2C1	-24	63	87
O=C(Cn1c(=O)sc2ccccc21)Nc1nc2c(s1)CCCC2	-2	63	65
COC(=O)CN1C(=O)COc2ccc(Cl)cc21	11	102	91
Cc1ccc(CNC(=O)C2CCCN(c3nc4ccccc4o3)C2)cc1 (stereo not given)	1	98	97
Cn1c(=O)oc2cc(S(=O)(=O)Nc3cccc(F)c3)ccc21	10	106	96
Cc1onc(-c2ccccc2Cl)c1C(=O)NCc1ccc2c(c1)cc(C)n2C	-2	81	83
CCOC(=O)c1[nH]c2ccccc2c1NC(=O)C1CCCC1	8	88	80
Cc1ccccc1Cn1c(CN2CCN(c3ccc(F)cc3)CC2)nc2c1c(=O)n(C)c(=O)n2C	-3	97	99
Cc1n[nH]c(C)c1S(=O)(=O)N1CCCC(C(=O)NC2CCCCC2)C1 (stereo not given)	7	84	77
C[C@]12CC[C@@H]3c4ccc(O)cc4CC[C@H]3[C@@H]1CC[C@@H]2O	-30	27	57
Cc1cccc(NC(=O)c2ccc(S(=O)(=O)N3CCCCC3)cc2)n1	6	93	87
Cc1nccn1-c1cc(C(C)C)c(C#N)c2nc3ccccc3n12	3	84	81

All compounds of this part, previewed entries included:
SMILES	MRP resist rev	MRP resist rev cytotoxicity	MRP resist rev with doxorubicin
Cc1cc2cc(CNC(=O)C3CCCC3)ccc2n1C	-47	102	149
O=C(CCn1c(=O)oc2ccccc21)NCCN1CCOCC1	4	99	95
CCc1nnc(NC(=O)CSc2nnc(-c3ccc(O)cc3)n2-c2ccccc2)s1	-7	67	75
COc1ccccc1C1NC(=O)NC(C)=C1C(=O)OC1CCCCC1 (stereo not given)	8	87	79
O=C(CCc1nc2ccccc2[nH]1)Nc1ccc2c(c1)OCCO2	-5	93	97
CC(=O)Nc1cc(N2C(=O)CCC2=O)ccc1Cl	0	88	88
CC(C)N1C(=O)CCC1C(=O)NCCc1ccc(Cl)cc1 (stereo not given)	-2	99	101
CCOC(=O)N1CCN(C(=O)C2CCCN(c3ncnc4c3sc3cccc(F)c34)C2)CC1 (stereo not given)	-21	41	61
Cc1cc(NC(=O)CSCc2nc(-c3cccc(Cl)c3)oc2C)no1	2	87	85
O=C(Cn1ncc2c(=O)oc3ccccc3c21)N1CCc2ccccc2C1	-24	63	87
O=C(Cn1c(=O)sc2ccccc21)Nc1nc2c(s1)CCCC2	-2	63	65
COC(=O)CN1C(=O)COc2ccc(Cl)cc21	11	102	91
Cc1ccc(CNC(=O)C2CCCN(c3nc4ccccc4o3)C2)cc1 (stereo not given)	1	98	97
Cn1c(=O)oc2cc(S(=O)(=O)Nc3cccc(F)c3)ccc21	10	106	96
Cc1onc(-c2ccccc2Cl)c1C(=O)NCc1ccc2c(c1)cc(C)n2C	-2	81	83
CCOC(=O)c1[nH]c2ccccc2c1NC(=O)C1CCCC1	8	88	80
Cc1ccccc1Cn1c(CN2CCN(c3ccc(F)cc3)CC2)nc2c1c(=O)n(C)c(=O)n2C	-3	97	99
Cc1n[nH]c(C)c1S(=O)(=O)N1CCCC(C(=O)NC2CCCCC2)C1 (stereo not given)	7	84	77
C[C@]12CC[C@@H]3c4ccc(O)cc4CC[C@H]3[C@@H]1CC[C@@H]2O	-30	27	57
Cc1cccc(NC(=O)c2ccc(S(=O)(=O)N3CCCCC3)cc2)n1	6	93	87
Cc1nccn1-c1cc(C(C)C)c(C#N)c2nc3ccccc3n12	3	84	81
CC1=C(C)C(=O)C(CCCCC#CCCCC#CCO)=C(C)C1=O	-3	41	44
O=C(NCc1cccnc1)c1cccc2c1C(=O)N(C1CCCCC1)C2	11	95	84
CC(Sc1ccc2nnc(-c3ccc(F)cc3)n2n1)C(=O)O (stereo not given)	5	96	90
CC(C)c1cc(C(=O)N2CCN(C(c3ccccc3)c3ccccc3)CC2)no1	32	98	66
c1ccc2c(c1)nc(NCC1CCCO1)c1nnnn12 (stereo not given)	2	91	89
CCOC(=O)N1CCN(CC(=O)Nc2cc(OCC)ccc2OCC)CC1	25	49	24
O=C(c1ccco1)N1CCN(C(=O)c2cccn3c(=O)c4c5c(sc4nc23)CCCC5)CC1	-1	80	81
CCCn1c(=O)c(C(=O)Nc2nnc(C)s2)c(O)c2ccccc21	3	98	95
CN1CCC(OC(=O)c2ccc(Br)cc2)CC1	12	91	78
CCOc1ccc(C2c3c(oc4ccccc4c3=O)C(=O)N2c2ccccn2)cc1OC (stereo not given)	6	82	76
Cn1c(=O)c2[nH]c(-c3ccccc3)nc2n(C)c1=O	-1	98	99
Nc1cccc(C(=O)O)c1	0	99	99
COCCNC(=O)c1ccc(N(C)S(=O)(=O)c2ccc(OC)c(OC)c2)cc1	1	82	81
O=C1C(=O)N(CCN2CCOCC2)C(c2ccccn2)/C1=C(/O)c1ccc(Cl)cc1 (stereo not given)	2	82	79
Cc1noc(C)c1CSc1nnc2n(-c3ccccc3)c(=O)c3ccccc3n12	2	81	80
O=C(NC1(C(F)(F)F)NC(=O)N(Cc2ccccc2)C1=O)c1cccs1 (stereo not given)	7	98	91
CCS(=O)(=O)N1CCC(C(=O)NCCN2CCOCC2)CC1	-15	87	102
CCOc1ccc(NC(=O)CN2CCN(CC(=O)Nc3ccc(OC)cc3)CC2)cc1	-10	56	66
CC(C)N1C(=O)CCC1C(=O)N1CCC(Cc2ccccc2)CC1 (stereo not given)	21	108	87
COc1ccc(OC)c(C2/C(=C(/O)c3ccc(C)cc3)C(=O)C(=O)N2Cc2ccco2)c1 (stereo not given)	6	94	87
Cc1cc(N2CCCC2)n2nc(C)nc2n1	-3	90	92
COc1ccc2c(c1)OC13CCN(C)CC1C2C(C(=O)c1ccc(F)cc1)C(=O)N3 (stereo not given)	-7	77	83
CN(C)CCCN(CCCNC(=O)/C=N/O)Cc1ccccc1	15	106	91
Cc1ccc(N2CCN(S(=O)(=O)c3ccc4c(c3)n(C)c(=O)c(=O)n4C)CC2C)cc1 (stereo not given)	4	89	85
CCCn1c(=O)[nH]c(=O)c2[nH]cnc21	0	94	94
O=C(N(c1ccccc1)c1ccccc1)n1ccnc1	2	85	83
Cc1ccc(C2c3c(oc4ccc(C)cc4c3=O)C(=O)N2CCCN2CCOCC2)cc1 (stereo not given)	10	84	73
CCN(CC)CCCNC(CC(=O)O)C(=O)O (stereo not given)	3	101	97
CCOc1nc(Nc2ccc(-c3nc4ccccc4o3)cc2)nc(N2CCOCC2)n1	-12	64	76
CCOc1cccc(-c2nnc3n2N=C(c2cc(OC)ccc2OC)CS3)c1	-39	21	60
CCc1ccccc1NC(=O)CSc1nc2n[nH]c(C)c2c(=N)n1-c1ccc(OC)cc1	6	86	80
CC(=O)N1CCN(c2ccc(Oc3nc(-c4ccccc4)nc4ccccc34)cc2)CC1	3	85	82
O=C(CCN1C(=O)C2C3C=CC(C3)C2C1=O)N1CCN(c2ccccn2)CC1 (stereo not given)	15	92	78
Cc1cccc(N(C)C(=S)Oc2ccc3ccccc3c2)c1	8	91	83
CC(C[N+](C)(C)C)OC(N)=O (stereo not given)	12	97	86
Cc1nc(NCCN)c(C#N)c2c1COC(C)(C)C2	-3	85	88
COc1ccccc1-c1nnc(SCC(=O)N2CCOCC2)o1	2	89	86
CN(CCCCCC(=O)/C=N/O)Cc1ccccc1	-3	92	94
C[C@@H]1C[C@H]2[C@@H]3CCC4=CC(=O)C=C[C@]4(C)[C@@]3(F)[C@@H](O)C[C@]2(C)[C@@]1(O)C(=O)COP(=O)(O)O	-17	91	107

Another view of part of the listing above:
Molecule | MRP resist rev | MRP resist rev cytotoxicity | MRP resist rev with doxorubicin
CCOC(=O)N1CCN(C(=O)C2CCCN(c3ncnc4c3sc3cccc(F)c34)C2)CC1 (stereo not given) | -21 | 41 | 61
O=C(N(c1ccccc1)c1ccccc1)n1ccnc1 | 2 | 85 | 83

Later entries
SMILES	MRP resist rev	MRP resist rev cytotoxicity	MRP resist rev with doxorubicin
CCC1CCCCN1C(=O)c1cc(-c2ccc(Cl)c(Cl)c2)on1 (stereo not given)	21	86	65
Cc1ccc2nc(NC(=O)C3CCCN(S(=O)(=O)c4cccc5nonc45)C3)sc2c1 (stereo not given)	-16	63	79
CC1(C)O[C@@H]2C[C@H]3[C@@H]4CCC5=CC(=O)C=C[C@]5(C)[C@@]4(F)[C@@H](O)C[C@]3(C)[C@]2(C(=O)CO)O1	-14	87	102
O=C(O)c1ccccc1SC1CC(=O)N(C2CCCCC2)C1=O (stereo not given)	-40	36	77
O=C(Nc1ccc(Br)c2cccnc12)c1ccc(Cn2cc(Cl)cn2)o1	10	73	63
O=c1[nH]c(=O)n(C2CCCO2)cc1F (stereo not given)	-11	84	94
COc1ccc(/C(O)=C2/C(=O)C(=O)N(CCCN(C)C)C2c2ccccc2)cc1OC (stereo not given)	-4	94	99
CN(C)CCCN1C(=O)C(O)=C(C(=O)c2cccs2)C1c1ccccn1 (stereo not given)	6	96	90
C[C@]12CCC(=O)C=C1CC[C@@H]1[C@@H]2[C@@H](O)C[C@@]2(C)[C@H]1CC[C@]2(O)C(=O)COC(=O)CCC(=O)O	-7&-6	87&100	93&106
Cc1cc(NC(=O)CSc2nnc(Cn3c(=O)sc4ccccc43)n2-c2ccccc2C)no1	3	74	72
CCCCOc1ccc(-c2nnc(N)s2)cc1	-1	100	101
CSc1nc2sc3c(c2c2nncn12)CCC3	5	77	72
Cc1cccc(-n2ncc3c(NC4CCCCC4)ncnc32)c1	0	98	99
c1ccc(-c2nn3c(-c4ccncc4)nnc3s2)nc1	-15	67	82
CC(=O)O[C@]1(C(C)=O)CC[C@H]2[C@@H]3C=C(Cl)C4=CC(=O)CC[C@]4(C)[C@H]3CC[C@@]21C	1	19	18
Cc1c(Cl)cccc1NC(=O)CC(NCCN1CCOCC1)C(=O)O (stereo not given)	0	92	92
CO[C@H]1C=CO[C@@]2(C)Oc3c(C)c(O)c4c(O)c(c(C=NN5CCN(C)CC5)c(O)c4c3C2=O)NC(=O)C(C)=CC=C[C@H](C)[C@H](O)[C@@H](C)[C@@H](O)[C@@H](C)[C@H](OC(C)=O)[C@@H]1C	11	89	78
O=c1[nH]c(C2CCCN(S(=O)(=O)c3ccccc3)C2)nc2c1nnn2Cc1ccccc1F (stereo not given)	20	80	60
CCOc1ccc(C(CC(=O)O)NC(=O)C23CC4CC(CC(C4)C2)C3)cc1 (stereo not given)	5	92	87
COCCN1C(=O)c2ccccc2C(C(=O)NCCCN2CCCC2)C1c1c[nH]c2ccccc12 (stereo not given)	-3	89	92
O=C(NCCN1CCOCC1)c1cc(-c2ccco2)on1	12	103	90
O=c1nc2n(c3sc4c(c13)CCC4)Cc1ccccc1-2	15	95	79
COc1ccc(S(=O)(=O)N2CCN(CCC(=O)Nc3ccc(F)cc3)CC2)cc1	-3	96	99
COC(=O)Nc1nc2ccc(Sc3ccccc3)cc2[nH]1	-6	17	24
O=C1c2oc3ccccc3c(=O)c2C(c2ccc(Br)cc2)N1c1ncccn1 (stereo not given)	-18	73	90
Cc1nn(C)c(C)c1S(=O)(=O)N(CC(=O)Nc1ccccn1)c1ccc(C(C)C)cc1	2	94	92
Cc1c(/C(O)=C2/C(=O)C(=O)N(CCN3CCOCC3)C2c2ccco2)cnn1-c1ccccc1 (stereo not given)	8	100	92
CC1=C(C(=O)OC2CCCCC2)C(c2cccnc2)n2nnnc2N1 (stereo not given)	3	92	88
Cc1nc(N2CCN(Cc3ccc4c(c3)OCO4)CC2)c2oc3ccccc3c2n1	-50	23	73
Cc1cc(C)cc(Nc2ccc(C(=O)O)cc2N)c1	1	94	93
CC1CCN(C(=O)CSc2ccc3nnc(-c4cccc(F)c4)n3n2)CC1	7	86	79
COC(C(=O)Nc1ccc(F)c(F)c1)c1ccccc1 (stereo not given)	2	93	91
O=C(Nc1cc(C(F)(F)F)ccc1Cl)C1CCN(c2nnc(-n3cccc3)s2)CC1	-11	74	85
Nc1nc2n(n1)C(c1ccco1)CC(c1ccc(Cl)cc1Cl)N2 (stereo not given)	11	81	71
Cc1ccc(-n2c(=O)cc(N3CCCCCC3)[nH]c2=O)cc1	6	93	87
COC(=O)C1=C(C)NC2=C(C(=O)CCC2)C1c1ccccn1 (stereo not given)	-1	106	107
[O-]/[N+](=C\c1ccncc1)c1ccc(Br)cc1	1	81	80
Brc1c(NC2=NCCN2)ccc2nccnc12	3	87	84
CN(C)CCC=C1c2ccccc2CCc2ccccc21	1	67	66
Cc1cc(C)n(CC2CC(=O)N(c3cc(Cl)cc(Cl)c3)C2=O)n1 (stereo not given)	-5	91	95
COc1ccc(C(=O)NCc2nnc(SC)n2C2CCCCC2)cc1	21	94	74
COc1cccc(/C=N/Nc2snc(SC)c2C#N)c1O	-3	20	23
CC1(C)CC(=O)C(C=NCCN2CCNC2=O)=C(O)C1	11	98	86
CC(C)(C)NC(=O)/C=N/O	5	92	88
Cc1csc2nc(CNS(=O)(=O)c3ccc(-c4ccccc4)cc3)cn12	4	83	79
CCSc1nnc(NC(=O)CCn2c(=O)oc3ccccc32)s1	-12	74	86
Cc1c(OCC(F)(F)F)ccnc1CS(=O)c1nc2ccccc2[nH]1 (stereo not given)	-4	76	80

A portion of the library (hit frequency here may not be typical).
